FEN1 inhibitor: blocks human flap endonuclease 1. P39748. Recombinant FEN1 flap cleavage, fluorescence, 15 min. 390,000 compounds, 0.35% hits. AID 588795. Potency, µM (series often up to 114 µM), for inactives: at the top dose activity change, negative = inhibition, most hits filed as inhibitors; also: nearly all actives have a fitted effect of over 65% in size
Target sequence (P39748 whole entry, looked up): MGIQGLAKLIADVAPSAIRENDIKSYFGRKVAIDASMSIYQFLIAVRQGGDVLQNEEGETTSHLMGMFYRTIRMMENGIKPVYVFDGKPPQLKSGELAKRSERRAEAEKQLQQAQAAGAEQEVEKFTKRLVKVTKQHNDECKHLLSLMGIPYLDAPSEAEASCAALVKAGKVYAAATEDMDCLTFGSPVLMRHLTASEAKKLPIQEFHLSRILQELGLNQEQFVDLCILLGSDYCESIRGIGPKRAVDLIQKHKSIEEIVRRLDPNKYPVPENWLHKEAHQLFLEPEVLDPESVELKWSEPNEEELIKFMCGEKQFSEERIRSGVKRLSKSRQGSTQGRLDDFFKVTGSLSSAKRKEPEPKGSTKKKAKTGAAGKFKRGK
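Reaction started by adding substrate (50 nM final) to 10 nM enzyme after 15 min room-temperature compound preincubation. Reads at 0 and 15 min, with data normalized and fitted to a four-parameter Hill equation.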
KAT2A inh: inhibitors of human GCN5L2 histone acetyltransferase; GCN5L2 HAT assay, ThioGlo1 CoA-SH fluorescence; Potency, µM (titrated, usually from 58.9 µM), for inactives: at the top dose activity change, negative = inhibition, usual class: inhibitors; 390,000 compounds, 0.21% hits; Q92830
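ThioGlo1-coupled HAT assay: 20nM GCN5L2, 70uM acetyl-CoA, 75uM H3(1-25) peptide, pH 7.5. Fluorescence read at 340/540nm at start and after 20 min at room temperature.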
N370S GC: N370S glucocerebrosidase modulation, Gaucher chaperone candidate; P04062; N370S GC spleen homogenate, 4MU-glucoside fluorescence; Potency, µM (top dose mostly 59.4 µM), for the others: top-dose activity change, negative = inhibition, usual class: inhibitors; 330,000 compounds, 0.092% hits; AID 2101;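 also: 0% = full enzyme activity and -100% = no enzyme basal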
Active calls of the source: *; [ ] = remark or other dose. Calls follow the shape of the dose curve; as a rule, active = well fitted curve in the direction sought with a large enough effect; inconclusive = small, poorly fitted or top-dose-only effect, or another doubt; inactive = no such curve, though single readings can be large; an effect the other way counts as inactive or inconclusive. Unless noted, % is scaled to controls: 0 for no effect and ±100 for the full control effect; potency is read from the fitted curve at half-maximal effect.

`COCCN(C)Cc1nc(C(c2ccccc2)c2ccccc2)no1` gave FEN1 inhibitor 0%, KAT2A inh -2% and N370S GC -10%.
Cc1ccc(C)c(CNC(=O)c2ccc3c(c2)nc2n3CCC(C)C2)c1 (stereo not drawn) was read as FEN1 inhibitor 6% and KAT2A inh -4%.
Screening O=C1Nc2ccc(S(=O)(=O)N3CCCCCC3)c3cccc1c23 returned FEN1 inhibitor 5%, KAT2A inh -9% and N370S GC 2%.
For Cc1cc2c(cc1S(=O)(=O)N1CCN(c3ccccc3)CC1)OCCN2C the results were FEN1 inhibitor -2%, KAT2A inh -16% and N370S GC 4%.
For COc1ccc(OC)c(/C=C/C(=O)Nc2ccc(C(=O)OCCC(C)C)cc2)c1 the results were FEN1 inhibitor -25% and KAT2A inh 45%[activator].
For CCc1ccccc1S(=O)(=O)Cc1ccc(C(=O)NCc2ccc(Cl)cc2)o1 the results were FEN1 inhibitor -24% and KAT2A inh -13%.
For Cc1ccc(COC(=O)Cc2coc3cc(O)ccc23)cc1 the results were FEN1 inhibitor -30%, KAT2A inh -7% and N370S GC 2%.
For CCOC(=O)c1ccc2c(c1)[nH]c(=S)n2CC the results were FEN1 inhibitor 2%, KAT2A inh 14% and N370S GC -13%.
`Cc1ccc(S(=O)(=O)N2CCN(CCc3ccccc3)CC2)c(C)c1` gave FEN1 inhibitor 14%, KAT2A inh -2% and N370S GC -12%.
`CCOc1ccc(N2C(=O)c3cccnc3C2Nc2ccc(Cl)cc2)cc1` (stereo not drawn) gave FEN1 inhibitor 6%, KAT2A inh -20% and N370S GC 2%.

By substructure, the compounds so far containing a halogen.
For CCc1ccccc1S(=O)(=O)Cc1ccc(C(=O)NCc2ccc(Cl)cc2)o1 the results were FEN1 inhibitor -24% and KAT2A inh -13%.
`CCOc1ccc(N2C(=O)c3cccnc3C2Nc2ccc(Cl)cc2)cc1` (stereo not drawn) gave FEN1 inhibitor 6%, KAT2A inh -20% and N370S GC 2%.

Back to the main list with the 5 entries that preceded the break.
For CCc1ccccc1S(=O)(=O)Cc1ccc(C(=O)NCc2ccc(Cl)cc2)o1 the results were FEN1 inhibitor -24% and KAT2A inh -13%.
For Cc1ccc(COC(=O)Cc2coc3cc(O)ccc23)cc1 the results were FEN1 inhibitor -30%, KAT2A inh -7% and N370S GC 2%.
For CCOC(=O)c1ccc2c(c1)[nH]c(=S)n2CC the results were FEN1 inhibitor 2%, KAT2A inh 14% and N370S GC -13%.
`Cc1ccc(S(=O)(=O)N2CCN(CCc3ccccc3)CC2)c(C)c1` gave FEN1 inhibitor 14%, KAT2A inh -2% and N370S GC -12%.
`CCOc1ccc(N2C(=O)c3cccnc3C2Nc2ccc(Cl)cc2)cc1` (stereo not drawn) gave FEN1 inhibitor 6%, KAT2A inh -20% and N370S GC 2%.
For CCOC(=O)N1CCN(C(=O)CSCC(=O)Nc2nc(-c3ccc(C)cc3)cs2)CC1 the results were FEN1 inhibitor 2%, KAT2A inh -3% and N370S GC 8%.
For O=C(Cc1ccccc1)NN1CCCCC1 the results were FEN1 inhibitor -10%, KAT2A inh -3% and N370S GC inconclusive.
`COc1ccc(NC(=O)CSc2nnc(Cn3cnc4ccccc43)o2)cc1` gave FEN1 inhibitor 2%, KAT2A inh -2% and N370S GC -2%.
Screening CCc1sc(Nc2ccc(C)cc2Br)nc1-c1cc2cccc(OC)c2oc1=O returned FEN1 inhibitor 2% and KAT2A inh -6%.
For CC(=O)Nc1ccc(CN2CCCN(C)CC2)cc1 the results were FEN1 inhibitor 4%, KAT2A inh -10% and N370S GC -5%.
For Cc1ccccc1NC(=O)C(=O)NNC(=O)COc1ccc2ccccc2c1 the results were FEN1 inhibitor 13%, KAT2A inh -8% and N370S GC -1%.
`Cc1ccc(-n2c(=O)c3c(c4cc(C)ccc4n3C)n(CC(=O)NCCC3=CCCCC3)c2=O)cc1` gave FEN1 inhibitor 22% and KAT2A inh -6%.
For C=C(C)Cn1c(N2CCCC2)nc2c1c(=O)n(C)c(=O)n2C the results were FEN1 inhibitor 6%, KAT2A inh -3% and N370S GC -1%.
CC(=O)c1ccc(NC(=O)C(=O)c2cn(CC(=O)N3CCCCC3)c3ccccc23)cc1 was read as FEN1 inhibitor -1%, KAT2A inh 42%[activator] and N370S GC 0%.
COC(=O)C(C)n1cnc2c(nnn2-c2cccc(OC)c2)c1=O (stereo not drawn) was read as FEN1 inhibitor 13%, KAT2A inh 2% and N370S GC -2%.
Screening NC(=O)Cc1ccc(Nc2nnc(-c3ccc(O)cc3)c3ccccc23)cc1 returned FEN1 inhibitor -3%, KAT2A inh -12% and N370S GC inconclusive.
Cc1ccc(C)c(OCCC(=O)N2CCN(S(=O)(=O)c3ccc([N+](=O)[O-])cc3)CC2)c1 was read as FEN1 inhibitor -3% and KAT2A inh -7%.
For CC(C)(C)NC(=O)NC(=O)COC(=O)c1ccc2c(c1)S(=O)(=O)N=C1CCCCCN12 the results were FEN1 inhibitor 7%, KAT2A inh 3% and N370S GC -1%.
Cc1ccc(NC(=O)CSc2nnc(NC(=O)C3CC3)s2)cc1 was read as FEN1 inhibitor 0%, KAT2A inh 0% and N370S GC 0%.
`COc1ccc2c(c1OC)CN(C)CCc1cc3c(cc1C(=O)C2)OCO3` gave FEN1 inhibitor 1%, KAT2A inh 11% and N370S GC 5%.
For Cc1ccc(C(=O)N/C(=C\c2ccco2)C(=O)NCCCN2CCOCC2)cc1C the results were FEN1 inhibitor 2%, KAT2A inh -6% and N370S GC -2%.
For Cn1c(=O)n(CCN2CCOCC2)c(=O)c2c1nc1n2CCN1c1ccc(Oc2ccccc2)cc1 the results were FEN1 inhibitor -1%, KAT2A inh -6% and N370S GC 3%.
Screening Cc1cccc(C)c1NC(=O)c1ccc(N2CCCC2=O)cc1 returned FEN1 inhibitor 21% and KAT2A inh -3%.
For Nc1nc(SCC(=O)N2CCN(S(=O)(=O)c3ccc(Cl)cc3)CC2)n[nH]1 the results were FEN1 inhibitor 19%, KAT2A inh -18% and N370S GC 11%.
For O=C(Nc1ccc(Cl)cc1F)C1CCN(S(=O)(=O)c2cccc3nonc23)CC1 the results were FEN1 inhibitor -2%, KAT2A inh -19% and N370S GC -10%.
Screening CCc1ccc(C(=O)/C=C2\Sc3ccccc3NC2=O)cc1 returned FEN1 inhibitor 2%, KAT2A inh -14% and N370S GC 7%.
For O=C(CCn1c(=O)sc2ccccc21)NCc1ccccc1 the results were FEN1 inhibitor 17%, KAT2A inh -1% and N370S GC 4%.
Cn1c(-c2ccc(Cl)cc2)cnc1N was read as FEN1 inhibitor -10%, KAT2A inh -7% and N370S GC 3%.
C=CCn1c(SCC(=O)c2cccs2)nc2sc(CC)cc2c1=O was read as FEN1 inhibitor -21%, KAT2A inh -11% and N370S GC inconclusive.
O=C(c1cnc(Cl)c(Cl)c1)N1CCN(S(=O)(=O)c2ccc3ccccc3c2)CC1 was read as FEN1 inhibitor 1%, KAT2A inh -8% and N370S GC -2%.
For CCn1cc(CNC(=O)/C=C/c2ccc([N+](=O)[O-])cc2)c(C)n1 the results were FEN1 inhibitor -14%, KAT2A inh -7% and N370S GC -3%.
Screening O=C(NCc1cccs1)C(=O)NCC1OCCCN1S(=O)(=O)c1cccs1 (stereo not drawn) returned FEN1 inhibitor 0%, KAT2A inh -2% and N370S GC 5%.
Screening CC(NC(=O)C1CC1)C(c1cccs1)N1CCOCC1 (stereo not drawn) returned FEN1 inhibitor -15%, KAT2A inh -6% and N370S GC 1%.
Screening NC1=NC(=O)/C(=C\c2cccnc2)S1 returned FEN1 inhibitor -10%, KAT2A inh 0% and N370S GC 1%.
COc1cccc(NC(=O)CN(C)C(=O)Cc2n[nH]c(=O)c3ccccc23)c1 was read as FEN1 inhibitor 17% and KAT2A inh 0%.
For Cc1ccc(OCC(=O)N[C@@H](C)c2nnc3ccccn23)cc1C the results were FEN1 inhibitor 1%, KAT2A inh -4% and N370S GC -8%.
`COc1c(C(=O)Nc2c(C)n(C)n(-c3ccccc3)c2=O)ccc2ccccc12` gave FEN1 inhibitor -5%, KAT2A inh 0% and N370S GC 5%.
Screening COc1ccc(S(=O)(=O)N(C)c2ccc(C(=O)Nc3c(C)n(C)n(-c4ccccc4)c3=O)cc2)cc1 returned FEN1 inhibitor 10%, KAT2A inh 4% and N370S GC 2%.
For CC(=O)OC(/C(O)=C(\C#N)c1nc2ccccc2[nH]1)c1ccccc1 (stereo not drawn) the results were FEN1 inhibitor -14%, KAT2A inh -4% and N370S GC 24%.
`Cc1cccc(NC(=O)c2cccc(S(=O)(=O)N3CCCC3)c2)n1` gave FEN1 inhibitor 2%, KAT2A inh -18% and N370S GC -2%.
Screening C/C(CC1(O)C(=O)Nc2ccccc21)=N\O (stereo not drawn) returned FEN1 inhibitor -14%, KAT2A inh 0% and N370S GC -3%.
Screening CCOC(=O)Cn1c(=O)n(-c2ccccc2OC)c2nc(-c3ccc(C(C)C)cc3)nc(C(N)=O)c21 returned FEN1 inhibitor -9% and KAT2A inh 3%.
O=C(Nc1ccc(Cl)cc1F)c1cc(S(=O)(=O)NCc2ccc3c(c2)OCO3)ccc1F was read as FEN1 inhibitor 18% and KAT2A inh -5%.
Screening Cc1cc(C)n(-c2nc3ccccc3nc2Nc2cccc(C)c2C)n1 returned FEN1 inhibitor 15% and KAT2A inh -4%.
For O=C(COC(=O)CSc1cc(Cl)ccc1Cl)Nc1ncc(C(F)(F)F)cc1Cl the results were FEN1 inhibitor 4%, KAT2A inh -1% and N370S GC 6%.
C/C(=N/NC(=O)C1COc2ccccc2O1)c1ccco1 (stereo not drawn) was read as FEN1 inhibitor 1%, KAT2A inh -9% and N370S GC 2%.
For CCOC(=O)c1nn(-c2cccc(Cl)c2)c(C)c1C(C)=O the results were FEN1 inhibitor 1%, KAT2A inh -9% and N370S GC -3%.
CCc1ccc(NC(=O)C2CCC(CNS(=O)(=O)c3ccc4c(c3)C(C)(C)C(=O)N4C)CC2)cc1 (stereo not drawn) was read as FEN1 inhibitor 6% and KAT2A inh -4%.
For CC1(C)Cc2cccc(OCC(=O)OCC(=O)Nc3cccc(S(N)(=O)=O)c3)c2O1 the results were FEN1 inhibitor -1%, KAT2A inh -24% and N370S GC 0%.
For COC(=O)c1nnn(CC(=O)Nc2cccc(Cl)c2)c1C(=O)OC the results were FEN1 inhibitor -2%, KAT2A inh -1% and N370S GC -2%.
For O=C(Cn1cnc2ccccc2c1=O)NCCC(=O)Nc1ccc2c(c1)OCO2 the results were FEN1 inhibitor -7%, KAT2A inh -2% and N370S GC -11%.
For CNn1cnc2ccsc2c1=O the results were FEN1 inhibitor 10%, KAT2A inh -13% and N370S GC -1%.
CN(Cc1ccccc1)c1ncnc2sccc12 was read as FEN1 inhibitor 0%, KAT2A inh -1% and N370S GC 3%.
COc1cc(C(=S)N2CCOCC2)cc(OC)c1OC(=O)c1ccccc1[N+](=O)[O-] was read as FEN1 inhibitor 5%, KAT2A inh -3% and N370S GC -9%.
CCOC(=O)Cc1cn(C(=O)OC(C)(C)C)c2ccccc12 was read as FEN1 inhibitor inconclusive and KAT2A inh -12%.
`Cc1sc2ccccc2[n+]1CC(=O)c1ccccc1` gave FEN1 inhibitor 5%, KAT2A inh -1% and N370S GC -8%.
`CCc1ccc(C(=O)NNc2ccc(S(N)(=O)=O)cc2)cc1` gave FEN1 inhibitor -1%, KAT2A inh -4% and N370S GC 22%.
Screening Cc1occc1-c1nnc(SCC(=O)c2cc3ccccc3oc2=O)o1 returned FEN1 inhibitor -14%, KAT2A inh -6% and N370S GC -1%.
`COc1cc(NC(=O)c2ccc(COc3ccccc3Br)o2)cc(OC)c1OC` gave FEN1 inhibitor inconclusive, KAT2A inh -14% and N370S GC -1%.
Screening CCOC(=O)C1CCN(C(=O)/C=C/c2ccccc2)CC1 returned FEN1 inhibitor 3%, KAT2A inh 0% and N370S GC -1%.
`O=C(c1cccc(Br)c1)c1cn(-c2ccccc2)nc1C(=O)c1ccccc1` gave FEN1 inhibitor -10% and KAT2A inh -2%.
For COc1ccccc1NC(=O)Cc1nnc(SCC(=O)Nc2nccs2)n1C the results were FEN1 inhibitor 0%, KAT2A inh 2% and N370S GC -2%.
`O=C(Nc1cccc(NC(=O)c2ccc([N+](=O)[O-])o2)c1)c1ccco1` gave FEN1 inhibitor 10%, KAT2A inh -7% and N370S GC -19%.
Cc1c(-c2ncn[nH]2)sc(C#N)c1-c1ccccc1 was read as FEN1 inhibitor -5%, KAT2A inh -11% and N370S GC 3%.
Screening COc1cccc(CNc2ccc(S(=O)(=O)N3CCN(C)CC3)cn2)c1 returned FEN1 inhibitor -1% and KAT2A inh 2%.
`Cc1ccc(S(=O)(=O)NCCC(=O)NNC(=O)COc2ccc(Br)cc2)cc1C` gave FEN1 inhibitor -5% and KAT2A inh -10%.
For Cc1cn2c(=O)cc(COc3ccc(Cl)cc3)nc2s1 the results were FEN1 inhibitor 1% and KAT2A inh 0%.
Screening CC(=O)Nc1ccc(NC(=O)CSc2ccccn2)cc1 returned FEN1 inhibitor -2%, KAT2A inh -6% and N370S GC 15%.
For Cc1noc(C)c1C(=O)OC(C)C(=O)N1CCc2ccccc21 (stereo not drawn) the results were FEN1 inhibitor 22% and KAT2A inh 1%.

An unsorted share of the library; 0.54% or so of the library scored in one or more.
